# High-throughput results from PubChem BioAssay.
# Menin MLL FP TR: qHTS Assay for Inhibitors Targeting the Menin-MLL Interaction in MLL Related Leukemias: Competition With Texas Red Labeled MLL-derived Mutant Peptide. O00255. Menin + Texas Red MLL mutant peptide, fluorescence polarization. Potency, µM (series often up to 61.6 µM), inactives show at the top dose FP activity change, negative = inhibition, hits mostly inhibitors. hit rate 0.23% among 270,000; active means well fitted inhibition curve with a large enough effect in the polarisation, with a control signal flat, not every such curve was filed as active; inconclusive means small, poorly fitted or top-dose-only effect, or effect the other way, or a change in a side signal; inactive means no such curve, though single readings can be large or run the other way; the % refers to the polarisation; further: potency means the concentration at half of the fitted maximal effect; % of control where 0% means no effect; many of its hits are not listed in these tables
# B2AR arrestin: qHTS assay of beta-arrestin-biased ligands of beta2-adrenergic receptor; Potency, µM (top dose mostly 46.1 µM), for the others: at the top dose activation, actives largely listed as activators; beta-arrestin recruitment to beta2AR, cell-based reporter; hit rate 0.02% among 330,000; AID 492947, 2010;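 further: potency means the concentration at half of the fitted maximal effect; 0% = DMSO controls and full agonism = EC100 isoproterenol or metaproterenol; nearly all actives have a fitted effect of over 65% in size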
# Target sequence (P07550 whole entry, looked up): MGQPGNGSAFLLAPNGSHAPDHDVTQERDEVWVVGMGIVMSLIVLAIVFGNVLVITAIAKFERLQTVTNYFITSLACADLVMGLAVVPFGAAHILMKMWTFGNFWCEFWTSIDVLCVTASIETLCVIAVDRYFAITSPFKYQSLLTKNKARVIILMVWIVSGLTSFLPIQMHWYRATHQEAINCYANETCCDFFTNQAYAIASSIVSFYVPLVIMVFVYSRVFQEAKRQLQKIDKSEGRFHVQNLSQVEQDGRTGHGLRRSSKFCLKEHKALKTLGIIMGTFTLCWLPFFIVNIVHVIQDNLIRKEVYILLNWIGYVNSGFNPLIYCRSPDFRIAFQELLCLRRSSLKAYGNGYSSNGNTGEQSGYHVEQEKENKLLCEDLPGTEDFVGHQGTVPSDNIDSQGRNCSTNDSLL
# GALK inh: qHTS Assay for Inhibitors of Human Galactokinase (GALK); P51570; Purified GALK, Kinase-Glo residual ATP luminescence; Potency, µM (series often up to 57.5 µM), without a hit: top-dose activity change, negative = inhibition, actives largely listed as inhibitors; hit rate 0.007% among 270,000; further: potency means the concentration at half of the fitted maximal effect; on the % scale 0 is the no-effect control and ±100 the full control effect
#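 Compounds were pin-transferred into ATP buffer (35 uM final), then GALK plus galactose (5 nM, 100 uM final) was added. After 1 h at room temperature, Kinase-Glo Plus was added and luminescence read after 10 min.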
# Tb PFK inh: qHTS Assay to Find Inhibitors of T. brucei phosphofructokinase. hit rate 0.17% among 330,000. ATP-dependent 6-phosphofructokinase (Trypanosoma brucei brucei), O15648. Potency, µM (titrated, usually from 57.5 µM), without a hit: top-dose activity, negative = inhibition, most hits filed as inhibitors. T. brucei PFK, ADP-Glo luminescence;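 further: potency means the concentration at half of the fitted maximal effect; 0% = uninhibited 1x PFK enzyme wells and -100% = no-enzyme wells; nearly all actives have a fitted effect of over 60% in size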
#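 Compounds were pin-transferred as a titration series up to 57 uM into substrate buffer (0.5 mM F6P, 0.1 mM ATP, pH 8.0), then 1.25 nM PFK was added and reactions ran 45 min before ADP-Glo detection.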
# Integrin act MD: qHTS for Activators of Integrin-Mediated Alleviation for Muscular Dystrophy | alpha7betagal myoblasts, beta-gal FDG fluorescence, 48 h | Potency, µM (series often up to 38.3 µM), without a hit: at the top dose activation, most hits filed as activators | hit rate 0.064% among 350,000 | AID 624291, 2012;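 further: potency means the concentration at half of the fitted maximal effect; 100% = response of the positive control SU9516; nearly all actives have a fitted effect of over 60% in size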
#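 alpha7betagal+/- myoblasts (passage 13, 250/well) treated 48 h at 37C with compounds at 1:260 dilution of DMSO stock. Lysed, then beta-galactosidase activity read as FDG fluorescence (ex 480/em 540) after 30 min, with pre-read for autofluorescence.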
# PKM2 activator: qHTS Assay for Activators of Human Muscle isoform 2 Pyruvate Kinase; Pyruvate kinase PKM (Homo sapiens), P14618; purified PKM2, Kinase-Glo ATP luminescence, activation; response scale: 0% is enzyme alone, no compound; Potency, µM (doses to about 57.5 µM), inactives show at the highest dose activation, usual class: activators; hit rate 0.34% among 260,000; AID 1631, 2009; further: potency means the concentration at half of the fitted maximal effect; on the % scale 0 is the no-effect control and ±100 the full control effect; nearly all actives have a fitted effect of over 55% in size
#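 hPK-M2, >95% pure; 0.1 mM ADP / 0.5 mM PEP final; imidazole pH7.2 buffer w/ 7 mM MgCl2, 50 mM KCl; 1 h RT; Kinase-Glo lum. Intermediate enzyme activity for dual inhibitor/activator qHTS.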
# TSG101-PTAP inh: qHTS Assay for Iinhibitors of HIV-1 Budding by Blocking the Interaction of PTAP/TSG101; 340,000 tested, under 10 active; Tumor susceptibility gene 101 protein (Homo sapiens), Q99816; Fluorescence polarization, FITC-PTAP peptide / Tsg101 binding; Potency, µM (highest dose often 115 µM), for inactives: top-dose activity change, negative = inhibition, hits mostly inhibitors; active means well fitted inhibition curve with a large enough effect in the main read-out, with a control signal flat, not every such curve was filed as active; inconclusive means small, poorly fitted or top-dose-only effect, or effect the other way, or a change in a side signal; inactive means no such curve, though single readings can be large or run the other way; further: potency means the concentration at half of the fitted maximal effect; % of control where 0% means no effect
# Target sequence (Q99816 whole entry, looked up): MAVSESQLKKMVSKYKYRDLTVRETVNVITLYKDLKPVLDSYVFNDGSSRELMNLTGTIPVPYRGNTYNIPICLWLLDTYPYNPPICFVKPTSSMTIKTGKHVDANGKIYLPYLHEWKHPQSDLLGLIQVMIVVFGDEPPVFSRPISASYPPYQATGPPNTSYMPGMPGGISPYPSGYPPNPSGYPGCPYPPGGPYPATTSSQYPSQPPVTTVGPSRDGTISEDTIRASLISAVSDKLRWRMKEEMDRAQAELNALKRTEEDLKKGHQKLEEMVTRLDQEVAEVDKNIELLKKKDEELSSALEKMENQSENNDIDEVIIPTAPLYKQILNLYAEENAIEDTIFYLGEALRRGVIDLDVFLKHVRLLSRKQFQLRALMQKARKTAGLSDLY
#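 Tsg101 binding domain (10 uM final) was mixed with compound and a FITC-labeled PTAP peptide (50 nM final) in HEPES pH 7.5 buffer with NaCl, Tween 20, EDTA and TCEP; fluorescence polarization was read after 20 min at r.t.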
# BCR signal inh: qHTS Assay to Find Inhibitors of Chronic Active B-Cell Receptor Signaling; Potency, µM (highest dose often 46.1 µM), for the others: at the highest dose ratio change, negative = lower green/red ratio, hits mostly inhibitors; hit rate 0.05% among 340,000; ABC-DLBCL IkBa-CBG/CBR reporter, luminescence ratio, 4 h; AID 493014, 2011; active means well fitted inhibition curve with a large enough effect in the signal ratio, with a control signal flat, not every such curve was filed as active; inconclusive means small, poorly fitted or top-dose-only effect, or effect the other way, or a change in a side signal; the % refers to the signal ratio;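 further: potency means the concentration at half of the fitted maximal effect; plate controls were basal doxycycline-induced cells for no effect and cells given 10 µM MG132 for full effect; MG132 reads +100%, hits lower the ratio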
#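 TMD8 ABC-DLBCL cells carrying doxycycline-inducible green luciferase fused to IkappaBalpha plus unfused red luciferase were exposed to compounds (up to 46 uM) for 4 hrs at 37C. Activity came from the overlap-corrected green/red luminescence ratio.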
# Giardia killer: Small Molecules that selectively kill Giardia lamblia: qHTS. hit rate 0.15% among 340,000. AID 540267, 2011. activity change, % at 7.66 µM, hits read low. Giardia lamblia trophozoite viability; in the data active means activity change below about -80%; inconclusive means between about -30% and that limit;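 further: parasites exposed to compound for two days anaerobically before the ATP read; on the % scale 0 is the no-effect control and ±100 the full control effect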
#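 Each well holds 100 Giardia trophozoites and compound. After two days (48 hrs) at 37 deg C in anaerobic conditions, ATP is quantified by luminescence.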
# ASM inhibitor: Inhibitors of Secretory Acid Sphingomyelinase (S-ASM): qHTS | Sphingomyelin phosphodiesterase (Homo sapiens), P17405 | placental ASM, HMU-PC fluorogenic substrate, 60 min | Potency, µM (doses to about 57.5 µM), for inactives: at the highest dose activity change, negative = inhibition, most hits filed as inhibitors | hit rate 0.006% among 340,000 | AID 504937, 2011; further: potency means the concentration at half of the fitted maximal effect
#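 Steps: dispense placental human ASM, pin compound, wait 10 min at room temperature, add HMU-PC0 substrate at 9 uM final, incubate 60 min at 37 °C, add stop solution raising pH to 10, read fluorescence.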
# Coupling enz: qHTS Assay for Inhibitors of Fructose-1,6-bisphosphate Aldolase from Giardia Lamblia: Coupling assay counterscreen. coupling enzyme system counterscreen, AmpLite Red fluorescence. activity change, negative = inhibition, % at 58.2 µM, hits read low. hit rate 0.67% among 290,000; in the data active means activity change below about -30%; further: on the % scale 0 is the no-effect control and ±100 the full control effect
#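 Activity here indicates interference with the coupling reaction, not aldolase inhibition. Compounds at 57.5 uM final met coupling enzymes for 10 min at RT; substrate and AmpLite Red detection followed, with a 525/598 nm fluorescence read after 20 min.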
# Starred values were filed as active, the others as inactive; ? = inconclusive; nt = not tested or not shown; & = joins results of further samples; [ ] = another dose, or the depositor's remark. Unless noted, the call rests on the fitted dose curve; in most records, active means well fitted curve in the direction sought with a large enough effect; inconclusive means small, poorly fitted or top-dose-only effect, or another doubt; inactive means no such curve, though single readings can be large; an effect the other way counts as inactive or inconclusive.
SMILES,Menin MLL FP TR,B2AR arrestin,GALK inh,Tb PFK inh,Integrin act MD,PKM2 activator,TSG101-PTAP inh,BCR signal inh,Giardia killer,ASM inhibitor,Coupling enz
CCn1ccnc1CN1CCCC(C(=O)c2ccc(OC)cc2OC)C1 (centres undefined),-16.3%,0.1%,-2.1%,3.7%,-25.6%,0.0%,-2.8%,-0.9%,-24.8,1.1%,0.1
CCOC(=O)C1(CCCc2ccccc2)CCN(C2CCC2)CC1,-10.8%,-0.3%,0.6%,0.9%,0.0%,?,-5.6%,-10.3%,-7.5,4.6%,0.6
COc1ccc(O)c2c(=O)c3c(OC)cc4c(c3oc12)C1C=COC1O4 (centres undefined),nt,-1.1%,nt,-4.4%,-32.3%,2.1%,-4.4%,6.8%,0.3,-5.6%,2.6
C[C@]12CCC(=O)C=C1CCC1C2CC[C@@]2(C)C1CC[C@@H]2O (some centres undefined),nt,-0.3%,nt,0.0%,-5.9%,nt,-0.4%,-9.7%,3.9,2.0%,nt
Cc1cc(Cl)ccc1OC(C)C(=O)O (centres undefined),-0.7%,0.4%,-1.8%,6.4%,nt,-3.5%,-2.8%,?,2.9,-1.9%,8.1
Cc1nc2ccc(Nc3nc4cc(S(=O)(=O)N5CCOCC5)ccc4o3)cc2s1,?,0.0%,-0.6%,-3.2%,-31.8%[inhibitor],-0.5%,-3.5%,-10.7%,-12.1,5.6%,-15.1
CN[C@@H](C)[C@@H](O)c1ccccc1,17.7%,0.2%,nt,3.6%,nt,-0.4%,-5.2%,-0.1%,-15.3,0.6%,-0.5
CN1C(=O)N(C)C(=O)C2(Sc3ccccc3C2=O)C1=O,9.2%,-1.6%,1.5%,4.4%,9.0%,0.7%,-1.6%,5.1%,-5.0,14.8%,-4.2
COc1ccc(CCC(=O)NCCc2cnc[nH]2)cc1,8.3%,-0.6%,-3.8%,6.1%,0.0%,nt,-2.8%,-0.6%,35.5[activator],-0.9%,2.0
C=C(C=O)C[C@@H]1C[C@H](O)C2OC3C[C@]4(C)OC5/C=C\CC6OC7C(CC=CCC6OC5CCCC4OC3CC2O1)OC1CC2OC3CC(=O)OC3C[C@@H](C)C[C@@]2(C)OC1C[C@@H]7C (some centres undefined),nt,-0.3%&0.7%,-1.5%,0.5%&12.1%,-41.4%[inhibitor],-2.6%,5.3%,6.6%&9.0%,-4.6,0.7%,-3.9
CCC1C(C#N)=C(N)Oc2c1c(=O)oc1ccccc21 (centres undefined),-0.1%,-0.3%,8.9%,4.3%,0.9%,nt,3.3%,?,13.1,0.1%,0.1
Clc1ccc2c(N3CCNCC3)ccnc2c1,5.9%,nt,2.1%,nt,0.0%,1.0%,-2.7%,nt,-12.3,-1.2%,3.6
O=C1NC(=S)N(C2CC2)C(=O)/C1=C/c1ccc2c(c1)CCN2CCCCl,-2.6%,0.4%,0.1%,-7.7%,-1.9%,14.8%,-1.9%,-0.7%,-4.5,8.3%,-15.0
COC(=O)C1=C(c2c(C)noc2C)C[C@@H]2CC[C@H]1N2C(=O)NC1CC1,nt,0.0%,nt,0.0%,-0.1%,nt,0.1%,0.7%,-0.8,1.1%,nt
CCn1c(=O)cc(OCC(=O)N2CCC3(CC2)OCCO3)c2ccccc21,-19.7%,-0.2%,-1.4%,0.1%,?,-1.1%,-9.6%,3.3%,-12.7,-0.1%,2.5
CC(Cc1ccccc1)[n+]1cc(/N=C(\[O-])N(C)C)on1 (centres undefined),2.1%,-3.5%,3.4%,-2.1%,6.1%,-3.1%,-5.8%,?,-15.7,0.7%,4.4
Cc1ccnc(-n2c(C)cc(/C=C3\C(=O)NC(=S)N(C)C3=O)c2C)c1,5.8%,-1.1%,-0.4%,14.5%,-13.9%,24.6%,-2.9%,-1.2%,15.6,-4.6%,-0.2
[O-]c1ccccc1-[n+]1c(-c2ccccc2)cc(-c2ccccc2)cc1-c1ccccc1,nt,0.0%,nt,7.4%,-39.0%[inhibitor],nt,-6.1%,?,-22.9,-11.5%,nt
C=C1C2C[C@H](O)C(C)(C)[C@@]2(O)[C@H](O)C[C@]23C[C@@](C)(O)[C@H](CC[C@H]12)[C@H]3OC(C)=O (some centres undefined),-10.4%,-1.0%,nt,-0.1%,17.5%,-18.4%,-2.3%,2.6%,14.2,1.1%,0.1
C[N+]1(CC(COCc2ccccc2)OC(=O)Cc2ccccc2)CCOCC1 (centres undefined),1.3%,-0.8%,nt,-0.7%,18.2%,2.6%,-5.6%,3.2%,-7.9,8.8%,0.1
Cc1ccc(-n2c(O)c(/C=N/NC(=O)c3ccncc3)c(=O)[nH]c2=O)cc1C,3.5%,-0.6%,-0.4%,-2.4%,7.2%,2.8%,0.6%,2.7%,-19.3,nt,2.2
O=C/C=C/c1ccccc1,-0.7%,-1.3%,nt,6.2%,-7.3%,nt,-2.6%,4.5%,-6.8,3.4%,1.1
CC(C)(C)C(=O)NC(=S)NNC(=O)c1ccc(Cl)cc1Cl,74.2%[activator],0.2%,4.0%,-4.9%,-6.0%,-27.9%,-2.2%,?,2.1,-1.1%,0.4
O=C1NC(=O)N(CCc2ccc(F)cc2)C(=O)/C1=C/c1ccco1,40.9%[activator],0.1%,3.8%,-7.2%,13.1%,?,-2.9%,0.8%,-1.9,-5.8%,0.9
COC(=O)c1ccc(CN2CCSC2=N)cc1,nt,0.1%,-6.1%,0.7%,4.7%,nt,-0.3%,4.6%,7.9,2.5%,nt
SMILES,Menin MLL FP TR,B2AR arrestin,GALK inh,Tb PFK inh,Integrin act MD,PKM2 activator,TSG101-PTAP inh,BCR signal inh,Giardia killer,ASM inhibitor,Coupling enz
N#Cc1ccc(Cn2cc(C(=O)c3ccco3)c3ccccc32)cc1,0.4%,-0.5%,-1.6%,0.1%,-40.7%[inhibitor],-1.9%,-5.9%,14.8%,-11.1,-11.7%,0.4
COc1ccc(-n2c(=S)[nH]c3c(sc(=S)n3-c3ccccc3)c2=O)c(OC)c1,104.4%[activator],0.1%,-6.7%,-9.1%,3.7%,-14.6%,-3.8%,0.0%,-4.2,13.9%,0.6
CCOP(=O)(OCC)C(NS(=O)(=O)c1ccccc1)C(Cl)(Cl)Cl (centres undefined),13.6%,0.2%,-1.3%,10.7%,10.2%,9.7%,-2.4%,?,-6.8,-0.8%,-6.7
S=c1[nH]c2ccccc2[nH]1,26.8%,-0.2%,4.7%,0.7%,?,-1.2%,0.2%,1.6%,10.9,0.4%,-0.3
S=C(NCCCN1CCOCC1)N1CCN(c2cccc(Cl)c2)CC1,-3.1%,-1.0%,0.3%,?,0.0%,nt,-1.5%,?,0.2,-4.4%,1.3
O=c1c2ccccc2nc(CNc2ccccc2)n1-c1ccccc1,nt,-0.9%,4.8%,-5.2%,-8.0%,-0.5%,-0.8%,?,-14.7,-1.9%,-1.1
O=C(Nc1ccc(Cl)c(Cl)c1)c1ccco1,25.9%,-0.3%,4.2%,-3.8%,-18.0%,6.0%[11.5 µM],0.4%,?,9.5,-3.6%,0.9
CNC(=O)O/N=C(\N)Cc1csc2ccc(Cl)cc12,nt,-0.4%,-2.2%,?,7.5%,-1.2%,-1.9%,?,-20.1,2.7%,-1.1
O=C(NCCCN1CCOCC1)C(Cl)(Cl)Cl,4.4%,?,0.1%,3.7%,-14.1%,-5.4%,0.9%,-0.1%,-10.5,2.8%,0.6
Cc1[nH]c2ccc(O)cc2c1CCN,-16.8%,0.0%,nt,-3.5%,nt,nt,-2.4%,10.5%,-10.7,-2.1%,-20.5
CCCc1nc2ccccc2c(=O)n1-c1cccc(OC)c1,nt,-0.2%,0.0%,-1.8%,0.7%,-1.6%,-4.5%,11.4%,16.8,3.8%,0.3
Cc1cccc(C)c1N1CCN(c2c(C)cccc2C)CC1,-0.1%,0.4%,2.6%,1.7%,0.0%,-7.3%,-0.3%,7.4%,-7.0,0.5%,-1.5
Cc1ccc(C(=O)COC(=O)Cc2ccccc2)cc1,22.9%,-0.7%,-0.2%,0.7%,-14.1%,-7.3%,-0.2%,3.2%,-21.1,nt,5.8

# Not all compounds are listed (hit frequency here may not be typical).
